NR3A LBD binder – binders of NR3A ligand-binding domain, primary screen, biophysical, differential scanning fluorimetry, uHTS | Glutamate receptor ionotropic, NMDA 3A (GRIN3A) ligand-binding domain | Tm shift relative to glycine control, % at 25 µM | actives 2.5% (n = 340,000) | NR3A LBD differential scanning fluorimetry, Tm shift; 0% = protein alone, 100% = glycine-bound protein;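 active = melting temperature shift of at least 10% of the positive control shift, at one fixed dose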
APJ ag – agonists of human apelin receptor APJ, primary screen, CHO-K1 cells, PathHunter beta-arrestin, luminescence; P35414; 0% DMSO wells, 100% apelin; activation, % at 20 µM; actives 0.11% (n = 330,000); AID 2520, 2010;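 active = activation more than six SD over the plate average, tested at 20 µM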;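 note: 0% = DMSO alone and 100% = apelin-13 at 10 nM; some results filed as inactive read as strong as hits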
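Incubation: overnight seeding, 90 min compound at 25 °C, 1 h detection; test system: PathHunter CHO-K1 APJ (AGTRL-1) beta-arrestin reporter cells; amount: 1000 cells/well; doses: one dose, 20 µM compound, 1% DMSO; measured by: beta-gal luminescence; measure: agonist-driven arrestin binding to APJ; benchmarks: negative DMSO alone, positive Apelin-13 at 10 nM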
TIM10 inh – growth inhibitors of isogenic TIM10 control yeast, primary screen, counter-screen for tim10-1 yeast inhibitor project, luminescence, uHTS; S. cerevisiae TIM10 strain growth, BacTiter-Glo luminescence, 24 h; AID 463195, 2010; actives 1.4% (n = 330,000); inhibition, % at 10 µM;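 active = inhibition of 40% or more at the single tested concentration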;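 note: wild-type TIM10 isogenic control strain grown at permissive 25 °C; 0% = DMSO yeast wells and 100% = minimal medium wells without yeast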
Mdm2-MdmX inh – inhibitors of human Mdm2-MdmX association, primary screen, cell-based, luminescence, split luciferase, SaOS-2, uHTS | SaOS-2 split-luciferase Mdm2/MdmX complementation | inhibition, % at 8 µM | actives 3% (n = 330,000);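 active = inhibition of at least 50% at 8 µM in the primary screen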
Target sequence (O15151 whole entry, looked up): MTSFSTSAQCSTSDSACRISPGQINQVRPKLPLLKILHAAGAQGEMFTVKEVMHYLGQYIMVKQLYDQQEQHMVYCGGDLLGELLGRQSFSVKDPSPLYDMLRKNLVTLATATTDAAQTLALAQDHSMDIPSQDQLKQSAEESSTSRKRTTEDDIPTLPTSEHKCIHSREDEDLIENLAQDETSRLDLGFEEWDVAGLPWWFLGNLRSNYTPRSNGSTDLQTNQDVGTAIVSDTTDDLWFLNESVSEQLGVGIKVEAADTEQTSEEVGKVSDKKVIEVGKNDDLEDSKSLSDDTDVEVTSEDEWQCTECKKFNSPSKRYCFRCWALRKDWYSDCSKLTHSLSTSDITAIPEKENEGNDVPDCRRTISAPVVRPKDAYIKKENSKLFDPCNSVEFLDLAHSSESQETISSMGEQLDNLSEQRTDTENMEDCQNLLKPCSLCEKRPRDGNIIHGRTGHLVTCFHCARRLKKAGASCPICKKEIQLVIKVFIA
Target sequence (Q00987 whole entry, looked up): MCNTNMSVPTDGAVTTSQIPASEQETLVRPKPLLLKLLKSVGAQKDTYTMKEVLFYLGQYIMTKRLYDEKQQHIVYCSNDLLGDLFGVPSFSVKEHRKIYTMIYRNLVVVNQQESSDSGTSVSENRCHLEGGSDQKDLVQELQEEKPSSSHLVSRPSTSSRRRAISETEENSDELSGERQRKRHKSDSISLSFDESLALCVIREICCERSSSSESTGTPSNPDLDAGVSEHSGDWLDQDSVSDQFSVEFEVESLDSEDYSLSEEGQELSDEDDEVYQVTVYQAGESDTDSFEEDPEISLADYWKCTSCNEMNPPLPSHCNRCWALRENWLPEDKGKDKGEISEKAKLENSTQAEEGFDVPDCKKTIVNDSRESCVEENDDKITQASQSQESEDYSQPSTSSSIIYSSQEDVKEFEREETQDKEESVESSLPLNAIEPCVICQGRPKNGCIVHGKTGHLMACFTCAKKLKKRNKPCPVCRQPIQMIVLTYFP
tim10-1 inh – growth inhibitors of tim10-1 mutant yeast, primary screen, luminescence, uHTS. AID 463190, 2010. actives 2.2% (n = 330,000). inhibition, % at 20 µM. S. cerevisiae tim10-1 ts strain growth, BacTiter-Glo, 24 h;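 active = inhibition of at least 40%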;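 note: mutant grown at 25 °C; 0% = DMSO wells with yeast and 100% = wells holding no yeast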
tim23-1 inh – growth inhibitors of tim23-1 mutant yeast, primary screen, luminescence, uHTS; S. cerevisiae tim23-1 growth, BacTiter-Glo luminescence, 24 h; inhibition, % at 20 µM; actives 1.3% (n = 330,000);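 active = growth inhibition of the mutant yeast at or above 50%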;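 note: temperature-sensitive mutant grown at 25 °C; plate controls were DMSO-treated mutant yeast for no effect and medium wells lacking yeast for full effect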
UPR CHOP act – activators of apoptotic CHOP UPR arm, primary screen, cell-based, CHO-CHOP luciferase reporter, luminescence, uHTS; UPR activation; percent of tunicamycin response over DMSO baseline; activation, % at 10 µM; actives 0.34% (n = 330,000); AID 449763, 2010;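 active = at 10 µM dose, activation of 40% or more, normalized to positive control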;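 note: 100% = tunicamycin at 10 µg/mL and 0% = DMSO alone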
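Assay system: CHO cells with stable CHOP pathway luciferase reporter; Buffer or medium: F12 plus 10% serum; Times: 16-18 h cell attachment, then 6 h compound exposure, 37 °C; Signal: luciferase luminescence; Read-out basis: percent activation relative to tunicamycin control; Control set: tunicamycin high control, DMSO low control.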
UPR XBP1 act – activators of adaptive XBP1 UPR arm, primary screen, cell-based, CHO-XBP1 luciferase reporter, luminescence, uHTS; IRE1-XBP1 UPR activation; percent of tunicamycin response, DMSO as zero; activation, % at 20 µM; actives 0.33% (n = 330,000);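 active = versus positive control, 20 µM dose yields 30% or more activation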;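 note: 100% = tunicamycin at 10 µg/mL and 0% = DMSO only wells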
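Material – CHO cell line with stable XBP1 luciferase reporter · Buffer or medium – F12 plus 10% FBS · Compound – single point, 20 µM final compound, 1% DMSO · Schedule – 16-18 h cell attachment at 37 °C, then 6 h compound exposure · Signal – Steady-Glo luminescence read · Benchmarks – high control tunicamycin 10 µg/mL final, low control DMSO vehicle only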
NALP3 yeast inh – NALP3 inflammasome inhibitors in reconstituted yeast, primary screen, luminescence, uHTS. Yeast reconstituted NLRP3/ASC/caspase-1, beta-gal luminescence, 24 h. AID 2825, 2010. inhibition, % at 10 µM. actives 0.39% (n = 330,000);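 active = inhibition of 50% or more; inactive = inhibition below 50%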;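 note: plate controls were induced DMSO wells for no effect and uninduced yeast grown without galactose for full effect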
Numbers without * were called inactive; nt = no result given.

SMILES	NR3A LBD binder	APJ ag	TIM10 inh	Mdm2-MdmX inh	tim10-1 inh	tim23-1 inh	UPR CHOP act	UPR XBP1 act	NALP3 yeast inh
CC1(C)Cc2nc(-c3ccccc3)nc(NNC(=O)c3ccco3)c2CO1	1	-3	-3	11	-5	2	1.9	2	24
O=C(Nc1ccc(S(=O)(=O)NC2CCCCC2)cc1)c1ccc(Br)o1	4	8	-2	42	-15	-3	0.0	-4	1
Cc1ccc(C)c(OCc2cc(C(=O)N(C)Cc3ccccn3)no2)c1	0	-3	15	-1	13	14	3.2	-4	15
Cn1c(C(=O)NCCN2CCOCC2)cc2c(=O)n(C)c3ccccc3c21	-1	-3	8	24	11	8	-2.3	-3	26
COc1cccc(C(=O)/C=C/c2ccc(OCC#N)c(OC)c2)c1	-10	3	38	96*	43*	38	8.9	4	12
O=C(O)CSc1nc2c(cnn2-c2ccccc2)c(=O)n1-c1ccc(Br)cc1	-1	-4	5	3	10	10	1.2	-2	3
Cc1ccc(C(=O)NCCNC(=O)c2ccco2)cc1C	-1	1	5	-4	-21	2	0.4	-2	5
CO/N=C\CC(=O)Nc1ccc(Cl)cc1Cl	-2	-2	-16	31	4	14	0.3	1	-2
Cc1cccc(NC2=NC3(CCCCC3)N=C(N)N2)c1C	-1	1	7	11	4	-12	-1.2	-3	-2
COc1ccccc1N1CCN(Cc2cc(OC)c3c(c2)OCO3)CC1	-2	-1	-8	7	-18	-2	0.8	-3	16
NC(=O)C1CCCN(C(=O)CCCNC(=O)c2ccc(Cl)cc2)C1 (stereo not given)	3	1	-2	-10	17	15	1.0	-1	15
O=C(NC1(C(F)(F)F)NC(=O)N(C2CCCC2)C1=O)C1CC1 (stereo not given)	0	4	-9	18	-11	-1	-2.5	-1	11
N#C/C(=C\c1ccc(-c2ccc(C(=O)O)cc2)o1)C(=O)NCC1CCCO1 (stereo not given)	6	-1	-3	1	12	-3	2.9	3	5
Cc1ccc2[nH]c(=O)c(N3CCOCC3)c(-c3ccccc3)c2c1	-10	0	9	17	27	15	0.1	-2	5
CCOc1cc(/C=N\NC(=O)CC(=O)NCCc2ccccc2)ccc1O	-2	0	-5	2	16	9	-2.2	-2	-19
O=C(COS(=O)c1ccccc1)Nc1cc(Cl)ccc1N1CCOCC1 (stereo not given)	0	-1	-9	16	14	-1	0.2	-1	-16
CCC(C)Sc1nc2c(cnn2-c2ccccc2)c(=O)[nH]1 (stereo not given)	0	-3	-31	35	18	21	-0.8	8	5
CC(C)C(CCNC1CCN(C)CC1)c1ccc(Cl)cc1 (stereo not given)	1	-4	-131	77*	-102	-17	-0.4	5	35
O=C(NNC1CC(=O)N(c2ccc3c(c2)OCCO3)C1=O)c1ccc(Cl)cc1 (stereo not given)	-2	-3	13	0	-7	1	-1.2	-2	8
CCC(C)(C(=O)NC1CCCC1)N(Cc1cccs1)C(=O)c1ccc2c(c1)OCO2 (stereo not given)	-4	-2	17	3	14	16	1.8	-2	-6
CCCCc1c(C)[nH]c(C(=O)OCC)c1C	0	-2	-21	22	11	12	-1.4	1	-5
COc1ccc(C2N(c3ccccc3)C(=O)C2(F)F)cc1OC (stereo not given)	1	0	-5	19	8	4	0.0	-5	4
Cc1ccc(C)n1-c1c(C(=O)NN)cnn1-c1ccccc1	1	-3	5	-2	27	29	0.4	-2	5
CC1CCN(C(=O)c2ccc(NC(=O)CC3SC(N4CCCC4)=NC3=O)cc2)CC1 (stereo not given)	-1	-6	-3	-8	-1	-9	1.3	0	10
CCOC(=O)c1[nH]c(C)c(C(=O)OCCOc2cccc(C)c2)c1C	2	-3	-11	20	22	12	15	0	17
O=C(NCCN1CCCCC1)Nc1cccc(C(F)(F)F)c1	0	-5	2	30	-4	6	1.5	-4	9
CC(C)(C)NC(=O)C(=O)N/N=C/c1cccs1	-2	-1	-3	-23	-6	10	2.3	0	17
COc1cccc(CNC(=O)CCS(=O)(=O)c2cccs2)c1	0	1	2	-2	10	3	-0.9	-1	-3
CCCCNc1cc(=O)n(C)c(=O)[nH]1	-3	-4	5	26	12	12	-4.1	-2	-11
O=C1c2cccc3c(Cl)ccc(c23)C(=O)N1O	-4	-2	10	8	23	61*	-1.2	7	41
C=CC[n+]1c(-c2ccc(OC)c(OC)c2)csc1NNC(=O)Nc1ccccc1	-1	7	23	13	21	19	0.2	-3	11
CC(C)(C)NC(=O)CN(C(=O)CCC(=O)Nc1nccs1)c1ccc(F)c(Cl)c1	9	-3	8	8	7	11	0.7	-4	-8
Cc1cc(C)c(C(=O)N2CCCC(Nc3ccc(F)cc3)C2)o1 (stereo not given)	0	2	8	-7	7	9	-2.3	0	2
O=S(=O)(c1ccc2ccccc2c1)N1CCN(c2ccc(O)cc2)CC1	-4	1	44*	16	31	58*	-0.1	3	-11
COc1ccccc1OCCC(=O)OCC(=O)c1[nH]c(C)c(C(C)=O)c1C	1	-2	2	11	12	3	1.6	-5	-3
CCCCn1c(N)c(N(CC)C(=O)CN2C(=O)NC(C)(c3ccccc3)C2=O)c(=O)[nH]c1=O (stereo not given)	-1	3	-1	-6	18	-9	-1.6	-1	13
COc1ccc(N(C(=O)c2ccc(C)cc2)S(=O)(=O)c2cccs2)cc1	-1	-2	10	17	1	34	0.0	-1	1
CCOC(=O)C1CCN(C(=O)C(C)Oc2ccc(Br)cc2)CC1 (stereo not given)	-4	-3	16	21	13	24	1.1	-2	19
Nc1ccc(C(=O)Nc2ccc3nc(-c4ccncc4)[nH]c3c2)cc1	8	1	2	-9	13	-1	1.3	-2	14
CC1(C)Cc2c(c(-c3ccco3)nc3sc4c(NCC5CCCO5)ncnc4c23)CO1 (stereo not given)	-4	-3	-5	25	15	21	0.7	16	-6
Nc1nnc(SCc2cn3cc(Cl)ccc3n2)s1	-3	-2	24	-26	13	11	4.0	3	18
COc1cc(OC)cc(C(=O)Nn2cc(C(=O)Nc3c(F)cccc3F)c3ccccc3c2=O)c1	-14	-2	8	20	10	-13	-1.8	-1	-6
COc1ccc(/C=C(\NC(=O)/C=C/c2ccco2)C(=O)NCCc2nc3ccccc3[nH]2)cc1	1	-1	-7	22	8	10	-0.2	-2	7
Cc1ccc([C@@H]2[C@@H]3C(=O)N(c4ccccc4)C(=O)[C@@H]3[C@]3(C)C(=O)N(CC4CC4)CC(=O)N23)o1	2	-4	-4	8	-6	1	0.1	0	0
COc1cc(C(=O)O)ccc1OCc1ccncc1	-2	-3	10	-1	-8	-4	0.9	-5	-3
COc1cc2sc3cc(NCC[C@@H]4CCCN4C)ccc3c(=O)c2cc1OC	-1	-1	11	-8	-3	18	5.4	10	12
CN1C(CC(=O)Nc2ccc(Br)cc2)c2ccccc2CC1(C)C (stereo not given)	1	-4	15	40	7	20	0.5	-3	29
Cc1ccc(C(=O)CCC(=O)N2CCC(C(N)=O)CC2)cc1	-2	-2	-1	16	1	5	1.6	-2	14
CC1(C)C=C2C(=NN(c3ccccc3)C(N)=C2C#N)CO1	2	2	-2	0	17	20	0.8	-2	16
CC(C)Oc1ccc(CC2CCC(=O)N(C)C2=O)cc1 (stereo not given)	-2	-1	-9	-32	20	6	2.0	0	7
COC(=O)Nc1sc2nc(C)cc(C)c2c1-n1cccc1	-4	-1	-6	25	25	43	-0.1	3	26
COC(=O)c1ccc(Cn2nc([N+](=O)[O-])c(Br)c2C)cc1	0	-6	-5	4	17	18	2.1	3	39
C=CCOC(=O)C1=C(C)NC(SCC(=O)Nc2nccs2)=C(C#N)C1c1cccs1 (stereo not given)	1	-7	19	18	16	28	-0.9	-3	2
COc1cccc(NC(C)(C)c2nnnn2-c2c(C)cccc2C)c1	-2	2	31	13	25	39	3.1	-1	14
Cn1ncc(N2CCN(C(=O)c3ccc(Cl)cc3)CC2)c(Cl)c1=O	2	-2	3	7	-6	9	0.0	-2	0
COCCN(Cc1cc2cc3c(cc2nc1Cl)OCO3)C(=O)Nc1ccc(OC)cc1	0	-2	-24	16	10	-22	0.4	-1	-6
O=C(Nc1ccc2c(c1)OCO2)c1cccc2c1C(=O)N(C1CCCCC1)C2	-11	5	8	4	3	6	-1.5	0	35
COC(=O)CCCC(=O)N1CCCC(C(=O)c2ccccc2SC)C1 (stereo not given)	1	-4	3	0	10	14	-0.6	-3	10
CCOc1cc(S(=O)(=O)N2CCN=C2Cc2ccccc2)ccc1F	-2	-4	-5	26	-2	-4	0.1	-2	15
O=C1C2C3C=CC(C3)C2C(=O)N1c1ccccc1 (stereo not given)	-6	-4	4	-8	4	-6	-1.0	0	5

Sorted by count of non-hydrogen atoms (lowest first): some entries from above.
SMILES	NR3A LBD binder	APJ ag	TIM10 inh	Mdm2-MdmX inh	tim10-1 inh	tim23-1 inh	UPR CHOP act	UPR XBP1 act	NALP3 yeast inh
O=C1C2C3C=CC(C3)C2C(=O)N1c1ccccc1 (stereo not given)	-6	-4	4	-8	4	-6	-1.0	0	5
CC(C)Oc1ccc(CC2CCC(=O)N(C)C2=O)cc1 (stereo not given)	-2	-1	-9	-32	20	6	2.0	0	7
Cn1ncc(N2CCN(C(=O)c3ccc(Cl)cc3)CC2)c(Cl)c1=O	2	-2	3	7	-6	9	0.0	-2	0
O=C(Nc1ccc2c(c1)OCO2)c1cccc2c1C(=O)N(C1CCCCC1)C2	-11	5	8	4	3	6	-1.5	0	35
C=CCOC(=O)C1=C(C)NC(SCC(=O)Nc2nccs2)=C(C#N)C1c1cccs1 (stereo not given)	1	-7	19	18	16	28	-0.9	-3	2
Cc1ccc([C@@H]2[C@@H]3C(=O)N(c4ccccc4)C(=O)[C@@H]3[C@]3(C)C(=O)N(CC4CC4)CC(=O)N23)o1	2	-4	-4	8	-6	1	0.1	0	0

Continuation.
SMILES	NR3A LBD binder	APJ ag	TIM10 inh	Mdm2-MdmX inh	tim10-1 inh	tim23-1 inh	UPR CHOP act	UPR XBP1 act	NALP3 yeast inh
CCn1cnc2scc(-c3ccccc3)c2c1=O	-3	6	0	4	9	2	1.2	2	10
CC(C)c1nc(CN(C)C(=O)N[C@H](C(=O)N[C@@H](Cc2ccccc2)C[C@H](O)[C@H](Cc2ccccc2)NC(=O)OCc2cncs2)C(C)C)cs1	nt	5	13	16	25	5	-0.8	-5	30
NC(=O)C1CCCN(C(=O)c2cccc(NC(=O)c3cccs3)c2)C1 (stereo not given)	0	-1	4	-4	2	14	1.3	-1	6
C#CCOCCOCCOCCNc1nc(N2CCN(C(=O)[C@H](CCC(=O)O)n3cc(CN)nn3)CC2)nc(N2CCN(C(=O)[C@H](CCC(=O)O)n3cc([C@@H](N)[C@H](C)CC)nn3)CC2)n1	-3	-1	11	2	-10	-8	1.9	-2	10
